Coupling enz = inhibits coupling enzyme system, counter-screen for aldolase hits | coupling enzyme system counterscreen, AmpLite Red fluorescence | activity change, negative = inhibition, % at 58.2 µM, hits read low | 290,000 tested, 0.67% active | AID 2472; in the data active means activity change below about -30%; further: on the % scale 0 is the no-effect control and ±100 the full control effect
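Final compound at 57.5 uM, incubated 10 min at RT with coupling enzyme reagent (glyceraldehyde-3-phosphate), then 20 min with substrate and AmpLite Red detection. Fluorescence read at 525/598 nm; tests interference with the coupling assay, not aldolase inhibition.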
GALK inh = galactokinase (human) inhibition | Purified GALK, Kinase-Glo residual ATP luminescence | P51570 | 270,000 tested, 0.007% active | AID 1868 | Potency, µM (doses to about 57.5 µM), without a hit: at the top dose activity change, negative = inhibition, most hits filed as inhibitors; further: potency means the concentration at half of the fitted maximal effect; on the % scale 0 is the no-effect control and ±100 the full control effect
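Luminescence from leftover ATP (Ultra-Glo luciferase/luciferin) served as read-out after a 1 h room-temperature reaction of 5 nM GALK with 35 uM ATP and 100 uM galactose.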
B2AR arrestin = beta2AR (human) beta-arrestin recruitment activity | P07550 | beta-arrestin recruitment to beta2AR, cell-based reporter | Potency, µM (top dose mostly 46.1 µM), for the others: at the top dose activation, most hits filed as activators | 330,000 tested, 0.02% active | AID 492947;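 further: potency means the concentration at half of the fitted maximal effect; 0% = DMSO controls and full agonism = EC100 isoproterenol or metaproterenol; nearly all actives have a fitted effect of over 65% in size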
KCNH2 3.1 block = KCNH2 3.1 (human) potassium channel inhibition; U2OS KCNH2 3.1, thallium flux FluxOr; stronger effect = lower value; activity change, % (tested at about 1.8 µM); 340,000 tested, 0.95% active;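 active means maximum activity change below -70%; inconclusive means maximum activity change from -70% to -50%; inactive means maximum activity change above -50%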;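 further: thallium influx rate constant from kinetic fluorescence after stimulation buffer; on the % scale 0 is the no-effect control and ±100 the full control effect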
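Steps: virus added to U2OS suspension (4 h, RT, dark); medium with 10% FBS added, cells plated, 37 C overnight; FluxOr/Red40 loading buffer 45 min RT; stimulation buffer, 2 min kinetic read; rate constant normalized.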
PKM2 act = activators of human pyruvate kinase M2; P14618; purified PKM2, Kinase-Glo ATP luminescence, activation; response scale: 0% is enzyme alone, no compound; Potency, µM (titrated, usually from 57.5 µM), inactives show at the highest dose activation, actives largely listed as activators; 260,000 tested, 0.34% active; further: potency means the concentration at half of the fitted maximal effect; on the % scale 0 is the no-effect control and ±100 the full control effect; nearly all actives have a fitted effect of over 55% in size
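Kinase-Glo luminescence reports ATP generated from ADP (0.1 mM) and PEP (0.5 mM) by purified hPK-M2 after 1 h at room temperature, pH 7.2 imidazole buffer; intermediate enzyme activity allows detecting inhibitors and activators.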
TRPV1 ag = human TRPV1 agonism; Q8NER1; TRPV1-expressing cells, Fluo-8 calcium influx, agonist mode; activation, % at 8.33 µM; 320,000 tested, 0.19% active; AID 540275; in the data active means activation above about 80%; inconclusive means between about 30% and that limit; further: 0% is about no effect
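TRPV1-expressing cells were cultured overnight at 35.5C and loaded with Fluo-8 calcium dye for 40 to 90 min at room temperature. After a 10 s baseline, compound was added and calcium influx was read kinetically for 3 min (ex 480/em 520 nm).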
Menin MLL FP TR = menin-MLL binding inhibition, Texas Red mutant peptide; O00255; Menin + Texas Red MLL mutant peptide, fluorescence polarization; 270,000 tested, 0.23% active; Potency, µM (top dose mostly 61.6 µM), for the others: top-dose FP activity change, negative = inhibition, hits mostly inhibitors; active means well fitted inhibition curve with a large enough effect in the polarisation, with a control signal flat, not every such curve was filed as active; inconclusive means small, poorly fitted or top-dose-only effect, or effect the other way, or a change in a side signal; inactive means no such curve, though single readings can be large or run the other way; the % refers to the polarisation; further: potency means the concentration at half of the fitted maximal effect; % of control where 0% means no effect; many of its hits are not listed in these tables
KCNH2 WT inh = inhibitors of human wildtype KCNH2 potassium channel | Q12809 | U2OS, BacMam KCNH2, thallium flux FluxOr; stronger effect = lower value | activity change, % at 1.84 µM | 340,000 tested, 0.37% active;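 active means maximum activity change below -70%; inconclusive means maximum activity change between -70% and -50%; inactive means maximum activity change above -50%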; further: on the % scale 0 is the no-effect control and ±100 the full control effect
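U2OS cells were transduced with wild-type KCNH2 virus (2.03 x 10^8 / mL) for 4 h at room temperature, then cultured overnight at 37 C. Thallium flux was read with FluxOr dye. Rate constants were normalized to DMSO controls.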
MLL CXXC-DNA inh = blocks binding of human MLL CXXC domain to DNA. Q03164. MLL-CXXC / FITC-HOXA9 DNA fluorescence polarization. Potency, µM (series often up to 115 µM), for the others: at the top dose activity change, negative = inhibition, actives largely listed as inhibitors. 290,000 tested, 0.037% active; active means well fitted inhibition curve with a large enough effect in the polarisation, with a control signal flat, not every such curve was filed as active; inconclusive means small, poorly fitted or top-dose-only effect, or effect the other way, or a change in a side signal; inactive means no such curve, though single readings can be large or run the other way; the % refers to the polarisation; further: potency means the concentration at half of the fitted maximal effect
Target sequence (Q03164 whole entry, looked up, the tested form may be a part): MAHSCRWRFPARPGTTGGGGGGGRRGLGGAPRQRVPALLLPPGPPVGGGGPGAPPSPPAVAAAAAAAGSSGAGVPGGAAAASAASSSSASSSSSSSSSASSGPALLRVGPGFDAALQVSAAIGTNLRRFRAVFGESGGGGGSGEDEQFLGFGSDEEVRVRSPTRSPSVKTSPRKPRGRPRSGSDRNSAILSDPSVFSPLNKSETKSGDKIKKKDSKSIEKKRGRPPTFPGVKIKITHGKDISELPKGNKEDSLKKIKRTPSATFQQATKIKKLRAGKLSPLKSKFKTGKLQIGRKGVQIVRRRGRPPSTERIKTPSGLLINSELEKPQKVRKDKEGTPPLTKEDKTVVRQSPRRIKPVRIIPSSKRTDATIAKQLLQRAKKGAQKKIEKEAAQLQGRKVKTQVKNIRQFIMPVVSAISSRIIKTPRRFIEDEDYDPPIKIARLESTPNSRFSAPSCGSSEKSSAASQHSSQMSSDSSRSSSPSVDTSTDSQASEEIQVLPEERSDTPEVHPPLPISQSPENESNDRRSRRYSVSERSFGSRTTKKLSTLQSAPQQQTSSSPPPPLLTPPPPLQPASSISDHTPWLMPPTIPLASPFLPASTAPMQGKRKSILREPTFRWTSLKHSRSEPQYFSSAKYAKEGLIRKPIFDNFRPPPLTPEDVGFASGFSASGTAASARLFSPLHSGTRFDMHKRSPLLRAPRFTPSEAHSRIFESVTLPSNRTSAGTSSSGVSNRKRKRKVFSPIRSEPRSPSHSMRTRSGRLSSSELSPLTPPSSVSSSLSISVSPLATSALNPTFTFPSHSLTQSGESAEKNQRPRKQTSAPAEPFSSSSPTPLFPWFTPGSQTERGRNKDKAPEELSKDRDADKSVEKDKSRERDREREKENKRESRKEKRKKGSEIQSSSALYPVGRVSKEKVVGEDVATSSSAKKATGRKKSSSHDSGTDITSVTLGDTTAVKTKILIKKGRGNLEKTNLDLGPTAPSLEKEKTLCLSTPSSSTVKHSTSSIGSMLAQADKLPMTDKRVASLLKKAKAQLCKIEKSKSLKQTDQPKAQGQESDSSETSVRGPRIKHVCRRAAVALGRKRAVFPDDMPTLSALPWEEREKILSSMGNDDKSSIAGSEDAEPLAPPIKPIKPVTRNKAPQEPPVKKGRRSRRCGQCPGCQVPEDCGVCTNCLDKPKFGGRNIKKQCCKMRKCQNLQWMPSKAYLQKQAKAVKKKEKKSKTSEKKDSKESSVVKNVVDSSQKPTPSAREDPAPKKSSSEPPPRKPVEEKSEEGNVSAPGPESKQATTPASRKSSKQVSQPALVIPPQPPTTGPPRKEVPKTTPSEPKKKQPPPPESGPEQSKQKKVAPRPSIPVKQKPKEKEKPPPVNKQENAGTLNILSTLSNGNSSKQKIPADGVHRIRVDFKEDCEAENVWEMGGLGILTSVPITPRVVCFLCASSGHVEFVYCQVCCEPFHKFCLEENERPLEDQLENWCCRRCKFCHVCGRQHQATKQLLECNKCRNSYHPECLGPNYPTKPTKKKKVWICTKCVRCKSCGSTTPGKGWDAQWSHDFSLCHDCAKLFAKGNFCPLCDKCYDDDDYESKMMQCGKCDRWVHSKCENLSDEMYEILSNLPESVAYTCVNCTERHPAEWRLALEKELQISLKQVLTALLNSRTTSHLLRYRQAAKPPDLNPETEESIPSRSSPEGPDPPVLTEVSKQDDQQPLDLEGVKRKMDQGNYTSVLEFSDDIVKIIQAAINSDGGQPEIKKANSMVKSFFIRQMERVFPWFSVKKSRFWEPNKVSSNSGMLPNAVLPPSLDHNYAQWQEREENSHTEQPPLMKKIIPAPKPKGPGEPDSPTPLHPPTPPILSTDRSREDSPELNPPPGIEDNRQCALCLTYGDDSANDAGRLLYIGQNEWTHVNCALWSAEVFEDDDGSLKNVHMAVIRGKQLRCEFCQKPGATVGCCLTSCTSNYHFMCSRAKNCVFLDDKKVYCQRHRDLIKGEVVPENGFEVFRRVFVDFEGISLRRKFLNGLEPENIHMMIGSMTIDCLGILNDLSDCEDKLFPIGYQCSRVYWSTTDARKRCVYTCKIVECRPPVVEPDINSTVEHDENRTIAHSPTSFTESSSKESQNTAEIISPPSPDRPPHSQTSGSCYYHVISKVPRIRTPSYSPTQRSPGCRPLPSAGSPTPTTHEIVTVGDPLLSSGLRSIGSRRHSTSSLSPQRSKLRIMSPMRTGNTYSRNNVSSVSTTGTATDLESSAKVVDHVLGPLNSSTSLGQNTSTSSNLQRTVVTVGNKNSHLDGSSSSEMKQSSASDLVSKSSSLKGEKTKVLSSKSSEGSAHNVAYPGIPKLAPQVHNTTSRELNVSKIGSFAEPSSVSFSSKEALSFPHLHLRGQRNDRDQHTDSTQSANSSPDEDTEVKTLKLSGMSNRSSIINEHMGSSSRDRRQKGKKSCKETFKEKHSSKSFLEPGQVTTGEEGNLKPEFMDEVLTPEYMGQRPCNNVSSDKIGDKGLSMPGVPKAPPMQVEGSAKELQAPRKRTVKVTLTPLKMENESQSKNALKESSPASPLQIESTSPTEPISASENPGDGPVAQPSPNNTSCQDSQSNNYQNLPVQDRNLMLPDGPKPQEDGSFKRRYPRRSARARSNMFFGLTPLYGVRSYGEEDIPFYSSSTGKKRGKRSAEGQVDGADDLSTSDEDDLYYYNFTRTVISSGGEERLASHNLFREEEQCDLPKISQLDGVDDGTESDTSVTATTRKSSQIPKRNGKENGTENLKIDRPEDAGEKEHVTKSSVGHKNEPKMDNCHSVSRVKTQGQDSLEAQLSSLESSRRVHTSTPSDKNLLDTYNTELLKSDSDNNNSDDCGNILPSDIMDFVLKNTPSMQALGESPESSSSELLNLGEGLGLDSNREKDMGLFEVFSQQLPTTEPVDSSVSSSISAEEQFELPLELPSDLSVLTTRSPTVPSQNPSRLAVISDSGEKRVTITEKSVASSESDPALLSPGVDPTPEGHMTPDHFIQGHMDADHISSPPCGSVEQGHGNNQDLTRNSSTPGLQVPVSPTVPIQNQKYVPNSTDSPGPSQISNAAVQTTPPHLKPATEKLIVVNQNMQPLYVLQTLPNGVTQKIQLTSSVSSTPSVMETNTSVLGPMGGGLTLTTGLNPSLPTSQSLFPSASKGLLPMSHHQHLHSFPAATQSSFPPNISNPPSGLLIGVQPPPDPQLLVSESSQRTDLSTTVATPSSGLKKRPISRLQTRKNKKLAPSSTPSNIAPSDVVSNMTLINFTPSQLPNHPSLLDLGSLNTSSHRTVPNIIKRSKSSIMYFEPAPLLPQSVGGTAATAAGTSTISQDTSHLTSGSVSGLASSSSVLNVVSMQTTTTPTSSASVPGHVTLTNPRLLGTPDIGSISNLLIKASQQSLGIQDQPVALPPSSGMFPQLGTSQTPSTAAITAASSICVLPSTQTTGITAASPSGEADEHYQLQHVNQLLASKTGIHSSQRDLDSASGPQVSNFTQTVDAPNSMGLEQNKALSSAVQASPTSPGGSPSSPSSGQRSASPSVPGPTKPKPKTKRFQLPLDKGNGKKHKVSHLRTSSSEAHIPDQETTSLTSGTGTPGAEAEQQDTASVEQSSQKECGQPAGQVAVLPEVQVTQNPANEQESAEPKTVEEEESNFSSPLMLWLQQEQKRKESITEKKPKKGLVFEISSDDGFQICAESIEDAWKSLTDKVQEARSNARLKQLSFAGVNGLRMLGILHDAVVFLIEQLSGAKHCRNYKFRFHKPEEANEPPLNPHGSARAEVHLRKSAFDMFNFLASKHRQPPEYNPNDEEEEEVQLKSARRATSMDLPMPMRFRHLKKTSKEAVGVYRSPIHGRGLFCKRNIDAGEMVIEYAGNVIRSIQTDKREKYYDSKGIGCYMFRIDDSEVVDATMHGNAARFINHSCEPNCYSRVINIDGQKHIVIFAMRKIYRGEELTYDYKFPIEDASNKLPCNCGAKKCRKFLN
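Steps: dispense CXXC domain solution (7 uM) → pin compounds or unlabeled HOX-A9 DNA control → 5 min ambient → add FLSN-HOX-A9 solution (50 nM) → spin → 30 min ambient → fluorescence polarization. Tris pH 7.5/NaCl/DTT/BSA buffer.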
USP2a block = inhibitors of human ubiquitin-specific protease USP2a | O75604 | USP2 core, Ub-CHOP2 coupled fluorogenic reporter, 485/531 | Potency, µM (doses to about 38.3 µM), inactives show at the highest dose activity change, negative = inhibition, actives largely listed as inhibitors | 330,000 tested, 0.01% active;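 further: potency means the concentration at half of the fitted maximal effect; plate controls were DMSO wells for no effect and full inhibition by NEM control for full effect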
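USP2 core (10nM final) preincubated 30min RT with compound in 20mM Tris-HCl pH 8.0, 2mM CaCl2, 2mM beta-mercaptoethanol, 0.05% CHAPS; 25nM Ub-CHOP2 plus 25nM reporter substrate added, fluorescence (Ex485/Em531) read after 60min.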
Giardia kill = Giardia lamblia killing | AID 540267 | activity change, % at 7.66 µM, hits read low | 340,000 tested, 0.15% active | Giardia lamblia trophozoite viability; in the data active means activity change below about -80%; inconclusive means between about -30% and that limit;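 further: parasites exposed to compound for two days anaerobically before the ATP read; on the % scale 0 is the no-effect control and ±100 the full control effect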
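Anaerobic 48 hrs incubation at 37 deg C of 100 trophozoites/well with test compounds; ATPLite 1-Step luminescence, 15-30 min RT, reports cellular ATP as viability.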
Active calls of the source: *; ? = inconclusive; . = no result given; [ ] = dose if it differs, or a comment. Unless noted, the call rests on the fitted dose curve; in most records, active means well fitted curve in the direction sought with a large enough effect; inconclusive means small, poorly fitted or top-dose-only effect, or another doubt; inactive means no such curve, though single readings can be large; an effect the other way counts as inactive or inconclusive. Some of the compounds tested. The share of hits here may be higher or lower than overall.

nr | Structure | Coupling enz | GALK inh | B2AR arrestin | KCNH2 3.1 block | PKM2 act | TRPV1 ag
1 | COc1ccccc1CN(CC(=O)NCc1ccco1)C(=O)CNS(=O)(=O)c1ccc(C)cc1 | 0 | -1% | 0.0% | 3 | 5% | 1
2 | COc1cccc(CN(C)C(=O)c2ccc3c(=O)n4c(nc3c2)CCC4)c1OC | . | -2% | -0.3% | -7 | 0% | 0
3 | O=C(c1ccccc1)N1N=C(C(F)(F)F)CC1(O)c1ccc(F)cc1 (stereo unspecified) | 3 | -6% | 3.7% | -3 | 0%[11.5 µM] | 26
4 | Cc1ccc(N(C(=O)CNC(=O)c2ccco2)C(C(=O)NC2CCCC2)c2cccnc2)cc1F (stereo unspecified) | -1 | -2% | -0.1% | -5 | -7% | -2
5 | Cc1nc(Nc2ccc(Cl)cc2)c2oc3ccccc3c2n1 | -4 | 0% | -0.1% | -7 | . | 5
6 | COc1ccc(Cl)cc1S(=O)(=O)n1ccnc1C(C)C | -5 | 1% | -0.5% | -83* | 3% | 22
7 | Cc1ccccc1C(=NCCCN(C)C)c1ccccc1C | 0 | 0% | -0.6% | -2 | 6% | 2
8 | CCOc1ccc(CCNC(=O)c2ccc3c(=O)n4c(nc3c2)CCCCC4)cc1 | 1 | 2% | 0.2% | 8 | . | -1

nr | Menin MLL FP TR | KCNH2 WT inh | MLL CXXC-DNA inh | USP2a block | Giardia kill
1 | 1% | -14 | -4% | 0% | -5
2 | . | 24 | -1% | 0% | 9
3 | -5% | -4 | -4% | -2% | 11
4 | 2% | 0 | 20% | 0% | 5
5 | -46% | -6 | ? | -4% | -5
6 | -12% | 2 | 4% | -1% | -13
7 | -4% | 2 | 4% | 0% | -9
8 | 2% | -1 | 0% | -5% | -17

Next part:
nr | Structure | Coupling enz | GALK inh | B2AR arrestin | KCNH2 3.1 block | PKM2 act | TRPV1 ag
9 | CN1CCN(c2ccc(NC(=O)c3ccc(-c4ccc(Cl)cc4)o3)cc2)CC1 | 8 | 3% | -0.2% | -95* | -8% | 8
10 | O=C(c1ccc(Br)s1)N1CCN(Cc2ccc3c(c2)OCO3)CC1 | 1 | 0% | -0.1% | 0 | 0% | ?
11 | Nc1nnc(Cc2cccc(Br)c2)s1 | -6 | -1% | 0.1% | 18 | 3% | -3
12 | COc1cc(C2C(C#N)=C(N)OC3=C2C(=O)CCC3)cc2c1OCO2 (stereo unspecified) | 6 | -3% | -0.4% | 12 | . | 1
13 | CCOC(=O)/C=C/[C@H]1CCc2cccc(C)c2O1 | . | . | 0.1% | -32 | . | 15
14 | CCc1cccc2c(C#N)cn(CC(=O)NCc3ccco3)c12 | 2 | 2% | -1.2% | 2 | -11% | -7
15 | COc1ccc2ccccc2c1CNCCCN1CCOCC1 | -1 | 0% | -1.6% | 3 | -7% | 2
16 | O=C(O)CCn1ccc2cc(S(=O)(=O)N3CCCCCC3)ccc21 | . | -1% | 0.1% | 8 | . | -2

nr | Menin MLL FP TR | KCNH2 WT inh | MLL CXXC-DNA inh | USP2a block | Giardia kill
9 | -7% | 16 | 9% | -4% | -16
10 | -26% | -8 | 2% | 1% | -19
11 | . | 23 | 1% | 7% | 11
12 | 3% | 5 | -10% | 2% | -2
13 | . | -24 | . | -1% | 15
14 | ? | 0 | 22% | 0% | 1
15 | -14% | -9 | 12% | 3% | 9
16 | . | 3 | 3% | 3% | -4

Some entries already given, limited to GALK inh and USP2a block:
| No. | smiles | GALK inh | USP2a block |
| --- | --- | --- | --- |
| 8 | CCOc1ccc(CCNC(=O)c2ccc3c(=O)n4c(nc3c2)CCCCC4)cc1 | 2% | -5% |
| 9 | CN1CCN(c2ccc(NC(=O)c3ccc(-c4ccc(Cl)cc4)o3)cc2)CC1 | 3% | -4% |
| 10 | O=C(c1ccc(Br)s1)N1CCN(Cc2ccc3c(c2)OCO3)CC1 | 0% | 1% |
| 11 | Nc1nnc(Cc2cccc(Br)c2)s1 | -1% | 7% |

The results go on:
nr | Structure | Coupling enz | GALK inh | B2AR arrestin | KCNH2 3.1 block | PKM2 act | TRPV1 ag
17 | O=C(CO/N=C/c1ccc(OC(F)F)cc1)NC1CCCCCC1 | -1 | 7% | -0.7% | 15 | -3% | 13
18 | O=C(COC(=O)CSc1ccc(Br)cc1)NCc1ccco1 | . | . | -0.2% | 9 | . | ?
19 | CCC(CC)C(=O)N(c1ccc(F)cc1)C1C=CS(=O)(=O)C1 (stereo unspecified) | 0 | -2% | -0.1% | -2 | 1% | 1
20 | CC1CCCCN1C(=O)c1cc(Cl)ccc1[N+](=O)[O-] (stereo unspecified) | 3 | 0% | -0.5% | 11 | -1% | -1
21 | Cn1c(NNC(=O)/C=C/c2ccc3c(c2)OCO3)cc(=O)n(C)c1=O | -37* | -2% | -0.8% | 22 | 1% | 0
22 | Cc1ccc(-c2csc(=Nc3cccnc3)n2CCCN2CCCC2=O)cc1C | -1 | -1% | -1.9% | -6 | -1% | 8
23 | COc1ccc(-c2cc(C(F)(F)F)n3nc(N)nc3n2)cc1 | 0 | 0% | -0.3% | -19 | 2% | -1
24 | C[C@H](CO)N1C[C@H](C)[C@@H](CN(C)C(=O)Nc2ccc3c(c2)OCO3)Oc2ccc(NS(=O)(=O)c3cn(C)cn3)cc2C1=O | . | . | 0.0% | 32 | . | .

nr | Menin MLL FP TR | KCNH2 WT inh | MLL CXXC-DNA inh | USP2a block | Giardia kill
17 | -22% | 8 | -4% | -1% | 4
18 | . | 3 | . | 1% | -1
19 | -1% | -6 | 1% | 3% | -10
20 | -1% | -1 | -3% | 0% | 3
21 | . | -13 | -17% | 0% | 9
22 | ? | 17 | 5% | 1% | -15
23 | -25% | -20 | 7% | 0% | 7
24 | . | 1 | . | 2% | -19

2 of these compounds, reformatted.
cpd	smiles	Coupling enz	GALK inh	B2AR arrestin	KCNH2 3.1 block	PKM2 act	TRPV1 ag	Menin MLL FP TR	KCNH2 WT inh	MLL CXXC-DNA inh	USP2a block	Giardia kill
22	Cc1ccc(-c2csc(=Nc3cccnc3)n2CCCN2CCCC2=O)cc1C	-1	-1%	-1.9%	-6	-1%	8	?	17	5%	1%	-15
23	COc1ccc(-c2cc(C(F)(F)F)n3nc(N)nc3n2)cc1	0	0%	-0.3%	-19	2%	-1	-25%	-20	7%	0%	7

Next structures:
nr | Structure | Coupling enz | GALK inh | B2AR arrestin | KCNH2 3.1 block | PKM2 act | TRPV1 ag
25 | CCCc1cnc(N2CCN(C(=S)NC)CC2)nc1 | 0 | . | 0.0% | 8 | -5% | 7
26 | O=C(O)c1nccnc1C(=O)Nc1ccc(Cl)cn1 | 3 | 1% | -0.8% | 20 | . | 2
27 | CSc1nc2ccc(S(=O)(=O)N3CCCCC3)cc2s1 | 1 | 0% | -0.2% | -2 | -1% | 18
28 | O=C(COC(=O)/C=C/c1ccc(Br)o1)NC1CCCCC1 | . | . | -0.1% | -15 | . | 11
29 | COc1ccccc1C(=O)NCC(=O)NCC1(N2CCCCC2)CCCCC1 | . | . | -0.7% | -20 | . | -1

nr | Menin MLL FP TR | KCNH2 WT inh | MLL CXXC-DNA inh | USP2a block | Giardia kill
25 | . | 4 | -10% | -1% | 5
26 | 16% | 0 | 8% | 0% | -22
27 | 1% | -13 | 1% | 0% | -7
28 | . | -8 | . | 3% | -13
29 | . | 1 | . | -4% | -4

Compound profiles, from the list above. Screens in order: Coupling enz | GALK inh | B2AR arrestin | KCNH2 3.1 block | PKM2 act | TRPV1 ag | Menin MLL FP TR | KCNH2 WT inh | MLL CXXC-DNA inh | USP2a block | Giardia kill
`Cc1ccccc1C(=NCCCN(C)C)c1ccccc1C` is listed with 0 | 0% | -0.6% | -2 | 6% | 2 | -4% | 2 | 4% | 0% | -9
`O=C(CO/N=C/c1ccc(OC(F)F)cc1)NC1CCCCCC1` is listed with -1 | 7% | -0.7% | 15 | -3% | 13 | -22% | 8 | -4% | -1% | 4

Bioassay records (PubChem)
